Compound activity (PubChem BioAssay)
Diaph act CS = compounds boosting diaphorase resazurin reduction – biochemical, uHTS, resorufin fluorescence, counter-screen for diaphorase-coupled primary assays, primary screen; 190,000 tested, 0.005% active; activation factor at 20 µM; AID 1229, 2008; Diaphorase/resazurin coupled assay, 16 min; stronger effect = higher value; 1 = vehicle wells, 0 = NADH-free wells;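 active = diaphorase activity raised at least twofold by the compound at 20 µM; inactive = activation factor below 2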
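test system = bacterial diaphorase enzyme (C. kluyveri) | quantity = enzyme 0.07 U/mL final | reagent = NADH substrate 0.114 mM plus resazurin dye 0.1 mM, final | incubation = 16 min enzyme reaction, ambient temperature | buffer or medium = HEPES pH 7.4 buffer with MgCl2 and Tween 20 | signal = fluorescence of resorufin, 544 nm excitation, 590 nm emission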
FLuc act counter = FLuc activators, initial screening, artefact control for FLuc-dependent activation tests, biochemical, ATPlite luminescence | 200,000 tested, under 10 active | activation factor at 10 µM | Luciferin 4-monooxygenase (Photinus pyralis), P08659 | ATPlite luciferase biochemical, 10 min; 0 = ATP-free wells, 1 = DMSO control;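 active = luciferase activation factor, scaled between plate controls, of at least 2 with compound at 10 µM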
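assay system = Luciferase/luciferin detection reagent, cell-free biochemical luciferase assay | also added = ATP substrate | times = 10 min post-reagent at room temperature | measured by = luminescence from luciferase reaction | measure = luciferase activation, seen as luminescence increase over controls | benchmarks = low control with PBS replacing ATP, high control enzyme plus ATP without compound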
STAT1 activator = STAT1 signaling activators, primary screen, cell-based, HTS, luciferase reporter; 200,000 tested, 2.6% active; activation (% of control), % at 5.5 µM; NIH 3T3 STAT1-luciferase reporter, IFN-gamma, luminescence; 100% = IFN-gamma alone, no compound;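 active = activation above the screen-wide mean activation plus 3 SD, cut at about 130% in these data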;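 also: raw ratio to IFN-gamma control signal so 100% means no change and 0% no light; values of inactives mirror those of a sister screen read the other way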
APP transl inh = inhibitors of APP translation via 5'UTR reporter, primary screen, APP 5'UTR luciferase, SH-SY5Y cells; SH-SY5Y APP 5'UTR-luciferase reporter, luminescence; inhibition, % at 2 µM; 190,000 tested, 0.82% active;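 active = inhibition above a set limit, derived from the sample mean plus 3 SD, cut at about 45% in these data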; also: values of inactives mirror those of a sister screen read the other way
NF-kB expr up = activators of NF-kB expression in neurons, primary screen, cell-based, HTS; human neuronal cells, NF-kB reporter expression; stronger effect = higher value; fold change at 12.5 µM; 190,000 tested, 1.6% active; AID 1239, 2008; in the data active = fold change above about 3.3
G6PDH counter = L. mesenteroides G6PDH inhibitors, counter-screen for G6PDH-coupled screening assays, biochemical, Leuconostoc mesenteroides enzyme | Purified L. mesenteroides G6PDH, diaphorase/resazurin coupled fluorescence, 45 min | 200,000 tested, 0.12% active | glucose-6-phosphate dehydrogenase [Leuconostoc mesenteroides] | inhibition, % at 5 µM; in the data active = inhibition above about 50%
Diaphorase inh = diaphorase inhibitors and chemical oxidizers, primary screen, counter-screen for diaphorase-coupled primary assays, biochemical, uHTS, resorufin fluorescence; 190,000 tested, 0.69% active; inhibition, % at 20 µM; diaphorase resazurin-to-resorufin fluorescence, NADH, 16 min; bacterial (C. kluyveri) enzyme, not human;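 active = primary screen inhibition at 20 µM above a set limit, cut at about 50% in these data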;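 also: plate controls were DMSO with full reaction for no effect and wells lacking NADH for full effect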
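Assay system: diaphorase enzyme from Clostridium kluyveri. Quantity: enzyme working solution with 0.14 U/mL diaphorase. Schedule: reaction incubation of 16 min at room temperature. Technique: resorufin fluorescence, excitation 544 nm, emission 590 nm. Controls: No-NADH positive control and DMSO neutral control.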
TLR4-MyD88 BLA = inhibitors of TLR4-MyD88 association in cells, primary screen, cell-based, HeLa CL3-4, BLA complementation, FRET ratio | Toll-like receptor 4 (Homo sapiens) + Myeloid differentiation primary response protein … | HeLa CL3-4 TLR4/MyD88 BLA complementation | inhibition, % at 8.4 µM | 200,000 tested, 0.18% active | AID 861, 2007; in the data active = inhibition above about 25%;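 also: 0% = vehicle and 100% = reference inhibitor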
Target sequence (O00206 whole entry, looked up): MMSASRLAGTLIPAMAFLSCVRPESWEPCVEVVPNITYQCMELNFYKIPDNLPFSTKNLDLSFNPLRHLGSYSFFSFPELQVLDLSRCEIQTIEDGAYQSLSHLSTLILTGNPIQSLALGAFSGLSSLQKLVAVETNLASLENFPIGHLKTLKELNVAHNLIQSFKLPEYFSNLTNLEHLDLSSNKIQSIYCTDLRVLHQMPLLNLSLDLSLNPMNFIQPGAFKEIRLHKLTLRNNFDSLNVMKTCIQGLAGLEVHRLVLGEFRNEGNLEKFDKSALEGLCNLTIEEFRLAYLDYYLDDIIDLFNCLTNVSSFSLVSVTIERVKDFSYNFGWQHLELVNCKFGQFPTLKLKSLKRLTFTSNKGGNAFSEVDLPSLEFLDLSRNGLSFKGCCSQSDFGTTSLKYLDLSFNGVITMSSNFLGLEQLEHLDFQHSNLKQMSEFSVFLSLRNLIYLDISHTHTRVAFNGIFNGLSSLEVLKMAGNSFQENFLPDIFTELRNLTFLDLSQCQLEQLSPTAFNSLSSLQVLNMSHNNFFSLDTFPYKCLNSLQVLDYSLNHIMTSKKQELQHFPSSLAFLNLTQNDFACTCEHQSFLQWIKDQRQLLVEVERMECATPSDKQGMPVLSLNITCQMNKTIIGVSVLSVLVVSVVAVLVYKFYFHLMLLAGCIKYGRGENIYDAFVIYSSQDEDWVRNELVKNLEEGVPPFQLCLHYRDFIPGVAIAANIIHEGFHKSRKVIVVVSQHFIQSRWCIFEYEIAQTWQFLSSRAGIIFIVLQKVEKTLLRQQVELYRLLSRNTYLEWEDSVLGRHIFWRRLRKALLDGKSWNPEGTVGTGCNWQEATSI
Target sequence (Q99836 whole entry, looked up): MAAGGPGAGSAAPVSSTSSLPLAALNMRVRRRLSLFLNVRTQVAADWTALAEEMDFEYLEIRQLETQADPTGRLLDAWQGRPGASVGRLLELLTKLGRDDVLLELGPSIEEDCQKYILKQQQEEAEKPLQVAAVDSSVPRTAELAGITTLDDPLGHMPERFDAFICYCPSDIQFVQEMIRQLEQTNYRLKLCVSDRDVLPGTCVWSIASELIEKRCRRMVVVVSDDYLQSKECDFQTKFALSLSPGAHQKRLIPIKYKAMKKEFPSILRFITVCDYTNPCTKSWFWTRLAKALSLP
APP 5'UTR act = activators of APP 5'UTR luciferase reporter, primary screen, SH-SY5Y cells. activation, % at 2 µM. 190,000 tested, 1% active. SH-SY5Y APP 5'UTR luciferase reporter, luminescence; zero percent = DMSO vehicle wells;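 active = activation above a set limit, based on mean plus 3 SD of controls, cut at about 140% in these data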; also: values of inactives mirror those of a sister screen read the other way
FLuc inh counter = firefly luciferase enzyme inhibitors, primary screen, artefact control for luciferase-based inhibitor screens, biochemical, luminescence, ATPLite; 10 min; inhibition, % at 10 µM; 200,000 tested, 1.5% active; AID 1006, 2008;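 active = inhibition above about 50% when tested at 10 µM, limit read from the data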
* = called active by the depositor. Compounds as they come; any-hit rate near 5.6%.

molecule,FLuc inh counter,STAT1 activator,G6PDH counter,Diaphorase inh,FLuc act counter,APP 5'UTR act,Diaph act CS,NF-kB expr up,TLR4-MyD88 BLA,APP transl inh
COc1cc(NC(=O)c2cccnc2SC)cc(OC)c1OC,4,98,1,7,1,-3,0.9,1.2,-3,2
Nc1ncnc2nc(Sc3ccc(Cl)cc3)[nH]c12,-6,101,4,9,1.1,-1,0.9,0.97,12,1
COC(C(=O)Nc1ccc(F)cc1F)c1ccccc1 (stereo unspecified),-3,105,0,9,1,1,0.9,1.1,0,-1
COc1ccc(C2=NN3C(=O)c4c(ccc(OC)c4OC)C3C2)cc1 (stereo unspecified),11,96,-19,-3,0.9,1,1,1.1,-13,-1
O=C(CN1C(=O)NC2(CCCC2)C1=O)Nc1ccc(F)c(F)c1F,-5,96,3,13,1,-8,0.9,1.1,-4,8
CC(=O)OC(C(=O)NCc1ccc2c(c1)OCO2)c1ccccc1Cl (stereo unspecified),4,103,0,-15,1,3,1.2,1,-2,-3
O=C(CCC1CC(=O)Nc2ccccc21)NCc1ccc(F)cc1 (stereo unspecified),-1,98,-4,15,1,-13,0.8,0.98,2,13
COc1ccc(C)cc1NC(=O)C1CC(=O)N(CCc2ccccc2)C1 (stereo unspecified),-5,97,3,-5,1.1,-3,1,0.97,-19,3
CCCSC1=C(C#N)C(c2cc(OC)ccc2OC)CC(=O)N1 (stereo unspecified),0,86,7,13,1,14,0.9,1.1,-8,-14
NS(=O)(=O)c1ccc(CCNC(=O)c2ccccc2F)cc1,-8,106,1,11,1.1,-6,0.9,0.92,-7,6

(further entries)
molecule,FLuc inh counter,STAT1 activator,G6PDH counter,Diaphorase inh,FLuc act counter,APP 5'UTR act,Diaph act CS,NF-kB expr up,TLR4-MyD88 BLA,APP transl inh
CCOC(=O)c1sc(NC(=O)c2cc(-c3ccccc3C)nc3ccccc23)c(C#N)c1C,-2,92,2,12,1,24,0.9,0.32,15,-24
CCN1C=C(Cc2ccc(F)cc2)C2=C(C1)C(c1ccc(F)cc1)C(C#N)=C(N)O2 (stereo unspecified),-7,97,15,19,1.1,-6,0.8,0.95,-1,6
Cc1cccc(/C(N)=N/OC(=O)N2c3ccccc3Sc3ccccc32)c1,-2,102,5,36,1,13,0.6,1.4,-6,-13
C/C(=C1/SC(N2CC(C)OC(C)C2)=NC1=O)c1ccccc1 (stereo unspecified),1,102,11,16,1,5,0.8,1.1,-12,-5
CCOC(=O)c1c(C)[nH]c(C(=O)COC(=O)/C=C/c2ccc(O)c(OC)c2)c1C,-2,93,8,22,1,-15,0.8,0.75,4,15
CC(C)=C1C2CCC1C1C(=O)N(NC(=O)c3ccco3)C(=O)C21 (stereo unspecified),-6,102,-1,9,1.1,3,0.9,1,6,-3
CCC(=O)Nc1nc2ccccc2n1CCN(C)C,-7,96,4,16,1.1,13,0.8,1.3,14,-13
C/C(=N\OC(=O)c1ccc(F)cc1)c1nccs1,87*,91,-3,-11,0.1,12,1.1,0.96,-10,-12
CC(c1ccccc1F)n1cc(C(=O)NCCCc2nc3ccccc3[nH]2)nn1 (stereo unspecified),-10,106,11,1,1.1,-1,1,0.99,-6,1
O=C1c2cccc3cccc(c23)C(=O)N1CCCCCc1n[nH]c(=S)o1,-7,104,-1,49,1.1,-10,0.5,0.99,-15,10

(more compounds)
molecule,FLuc inh counter,STAT1 activator,G6PDH counter,Diaphorase inh,FLuc act counter,APP 5'UTR act,Diaph act CS,NF-kB expr up,TLR4-MyD88 BLA,APP transl inh
COC(=O)c1sccc1NC(=S)N1CCCC(C)C1 (stereo unspecified),-10,97,-5,7,1.1,-6,0.9,0.87,10,6
O=C(CN1CCN(Cc2ccc(Cl)cc2)C1=O)NCCCN1CCN(c2ccc(F)cc2)CC1,-8,83,0,2,1.1,-16,1,0.69,-3,16
CC(C)COc1ccc(C(=O)Nc2ccc([N+](=O)[O-])cc2)cc1,-2,115,-3,2,1,16,1,1.2,6,-16
CCOC(=O)C1CCCN(Cc2c(Cl)cccc2Cl)C1 (stereo unspecified),-8,97,0,9,1.1,13,0.9,1.2,4,-13
CCOc1cc(C(=O)NCC(C)CN(C)C)cc(OCC)c1OCC (stereo unspecified),4,92,1,-2,1,-2,1,0.9,5,2
CN(Cc1ccccc1)c1ncc(C=O)s1,3,104,3,-13,1,0,1.1,1,-7,0
COc1ccc(C2C(C(N)=O)=C(C)Nc3ncnn32)cc1 (stereo unspecified),-6,100,2,25,1.1,-14,0.8,1.1,-2,14
CSc1nc(C)c(CCOC(=O)c2cccc(Cl)c2)c(=O)[nH]1,0,107,4,-7,1,-15,1.1,1.1,2,15
N=C(c1ccc([N+](=O)[O-])cc1)N1CCCCCC1,-9,99,-7,10,1.1,-6,0.9,0.95,16,6
N#Cc1cc(N2CCCCC2)c([N+](=O)[O-])cc1C#N,-4,98,19,10,1,-11,0.9,0.95,-5,11

(continued)
molecule,FLuc inh counter,STAT1 activator,G6PDH counter,Diaphorase inh,FLuc act counter,APP 5'UTR act,Diaph act CS,NF-kB expr up,TLR4-MyD88 BLA,APP transl inh
Cc1cccc(C)c1NC(=O)/C(C#N)=C/c1cccs1,-9,109,-2,10,1.1,13,0.9,1.1,5,-12
COCCOC(=O)C1=C(C)NC2=C(C(=O)CC(c3cccs3)C2)C1c1ccsc1 (stereo unspecified),-6,103,2,18,1.1,-13,0.8,0.82,-6,13
COc1ccc(Cc2nc(-c3ccc(-n4cccc4)cc3)no2)cc1OC,1,95,6,11,1,-12,0.9,0.9,4,12
CCC1(CC)NC(=O)N(CC(=O)OCC(=O)Nc2cc(C)ccc2C)C1=O,-3,97,3,10,1,5,0.9,0.78,-4,-5
CCCCC(=O)NNC(=S)NC(=O)c1cccc([N+](=O)[O-])c1,2,95,13,37,1,-13,0.6,1.1,-5,13
CS(=O)(=O)n1nc(-c2cccnc2)nc1NCc1ccccc1,-8,100,0,0,1.1,-6,1,1.1,-4,6
O=C(NCc1ccccc1)OCCN1CCN(Cc2ccccc2)CCC1=O,0,96,17,12,1,-10,0.9,1.1,-7,10
Cc1ccc(-c2nnn(CC(=O)N(C)C3CCCCC3)n2)o1,-4,98,5,2,1,37,1,1.1,10,-37
O=C(Cc1cccs1)Nc1ccc(N2CCOCC2)cc1,17,106,-1,10,0.8,26,0.9,0.9,-13,-26
COC(=O)Cc1ccc(NC(=O)c2ccccc2Cl)cc1,33,105,12,11,0.7,-9,0.9,1.2,-6,9

Remaining list, next part
molecule,FLuc inh counter,STAT1 activator,G6PDH counter,Diaphorase inh,FLuc act counter,APP 5'UTR act,Diaph act CS,NF-kB expr up,TLR4-MyD88 BLA,APP transl inh
C=C(C)CNC(=S)N/N=C/c1ccccc1OCC(=O)O,-7,100,6,14,1.1,10,0.9,1.4,-8,-10
O=C(C(Cc1ccccc1)N1C(=O)c2ccccc2C1=O)N1CCc2ccccc21 (stereo unspecified),-5,100,4,10,1.1,9,0.9,0.8,5,-9
COc1ccccc1C/C(N)=N/OC(=O)COc1ccccc1C,-5,97,-1,7,1,-7,0.9,1.1,-3,7
Cc1cc(NC(=O)c2oc3ccccc3c2C)ccc1-n1cnnn1,14,110,10,22,0.9,8,0.8,0.51,-10,-8
Oc1nc(-c2ccc(Cl)cc2)n2ccncc12,2,97,2,4,1,-10,1,1.1,9,10
COc1ccc(C(=O)Nc2c(N)nc(SCC(=O)N3CCCCCC3)[nH]c2=O)cc1OC,0,105,6,-10,1,-2,1.1,0.93,-2,2
CCCC(=O)NC(Nc1cc(C(F)(F)F)ccc1Cl)C(Cl)(Cl)Cl (stereo unspecified),-4,96,2,18,1,-5,0.8,1,0,5
Cn1c(NC(=O)Cc2cccc3ccccc23)cc(=O)n(C)c1=O,-1,104,5,4,1,-12,1,0.9,4,12
CC(C)(C)C(=O)/C=c1\[nH]c(=O)/c(=C\c2ccccc2F)s1,3,106,13,8,1,10,0.9,0.93,4,-10
COCCCNC(=O)CCn1c(=O)c2ccccc2n(CC(=O)Nc2cc(Cl)ccc2C)c1=O,-8,101,2,12,1.1,8,0.9,1.2,-12,-8

Looked up one by one from the list above:
molecule,FLuc inh counter,STAT1 activator,G6PDH counter,Diaphorase inh,FLuc act counter,APP 5'UTR act,Diaph act CS,NF-kB expr up,TLR4-MyD88 BLA,APP transl inh
CCOC(=O)c1sc(NC(=O)c2cc(-c3ccccc3C)nc3ccccc23)c(C#N)c1C,-2,92,2,12,1,24,0.9,0.32,15,-24
CCOc1cc(C(=O)NCC(C)CN(C)C)cc(OCC)c1OCC (stereo unspecified),4,92,1,-2,1,-2,1,0.9,5,2
Cc1ccc(-c2nnn(CC(=O)N(C)C3CCCCC3)n2)o1,-4,98,5,2,1,37,1,1.1,10,-37

Next section:
molecule,FLuc inh counter,STAT1 activator,G6PDH counter,Diaphorase inh,FLuc act counter,APP 5'UTR act,Diaph act CS,NF-kB expr up,TLR4-MyD88 BLA,APP transl inh
CCOC(=O)Nc1ccc(NC(=O)OCC)cc1,7,90,2,1,0.9,24,1,1.3,-5,-24
CCc1cccc2c(C(=O)CSc3nnc(-c4ccncc4)n3C)c[nH]c12,-4,97,-5,1,1,4,1,0.94,3,-4
COC(=O)C(Cc1cnc(Cl)s1)(C(=O)OC)c1ccc(C(F)(F)F)cc1[N+](=O)[O-],-7,99,-10,16,1.1,15,0.8,0.7,0,-15
O=C(NCCc1nnc2ccc(NCC3CCCO3)nn12)c1ccccc1 (stereo unspecified),1,104,2,8,1,6,0.9,1.1,-8,-6
Cc1c(NC(=O)CSc2cccc3cccnc23)c(=O)n(-c2ccccc2)n1C,-9,88,-10,12,1.1,-2,0.9,7.7*,-3,2
N#CC1=C2SCN(Cc3ccccc3)CN2C(=O)CC1c1ccccc1F (stereo unspecified),6,98,21,36,0.9,-8,0.6,1,0,8
CN(c1cc(=O)n2ccccc2n1)C1CCCCC1,6,105,6,14,0.9,20,0.9,1.3,11,-20
Cn1nnnc1SCC(=O)Nc1ccc2c(c1)OCCO2,24,113,2,10,0.8,93,0.9,2.4,2,-93
COc1ccc(C(=O)COC(=O)CNC(=O)c2ccc(OC)cc2)cc1,-4,103,3,4,1,24,1,1.3,-9,-24
O=C(NCCCn1ccnc1)C(=O)NCC1OCCN1S(=O)(=O)c1ccc(Br)cc1 (stereo unspecified),-2,95,-1,-2,1,-9,1,0.98,0,9
O=C(COC(=O)c1cccc(NS(=O)(=O)c2ccc(F)c(F)c2)c1)NC(=O)NC1CCCC1,-13,93,-7,24,1.1,6,0.8,0.96,0,-6
